GSK3beta inhib: blocks human GSK3beta kinase activity. P49841. GST-GSK3beta kinase, ADP-Glo luminescence, 60 min; stronger effect = lower value. activity score (negative = inhibition), % at 10 µM. 300,000 tested, 0.038% active. AID 2097;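 active = more than half of replicate wells score below -50%, meaning over 50% inhibition versus plate controls; inconclusive = some replicates but at most half score below -50%; inactive = no replicate scores below -50%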;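 also: 0% = median DMSO wells and -100% = median GW8510 positive control wells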
Target sequence (P49841 whole entry, looked up): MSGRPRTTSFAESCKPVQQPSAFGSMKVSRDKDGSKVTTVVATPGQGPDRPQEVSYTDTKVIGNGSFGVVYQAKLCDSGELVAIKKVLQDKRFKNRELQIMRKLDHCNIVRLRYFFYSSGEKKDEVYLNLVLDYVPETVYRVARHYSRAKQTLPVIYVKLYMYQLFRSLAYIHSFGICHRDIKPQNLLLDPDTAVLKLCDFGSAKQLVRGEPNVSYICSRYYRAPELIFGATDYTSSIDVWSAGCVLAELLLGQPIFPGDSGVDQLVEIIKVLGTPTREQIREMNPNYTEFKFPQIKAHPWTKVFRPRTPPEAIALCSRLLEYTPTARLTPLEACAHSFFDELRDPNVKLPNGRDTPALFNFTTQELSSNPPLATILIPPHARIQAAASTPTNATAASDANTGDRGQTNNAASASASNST
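Assay system: GST-fused GSK3beta enzyme, cell-free / Medium: Tris pH 7.5 buffer with MgCl2, DTT, BSA, heparin / Also added: peptide substrate plus 25 µM ATP (final) / Compound: 10 µM single point / Timing: kinase reaction with compound 60 min at room temperature / Detection: ADP-Glo luminescence / Benchmarks: DMSO neutral wells and GW8510 at 20 µM as positive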
PolyA inhibitor: blocks polyadenylation in yeast reporter cells. 300,000 tested, 0.02% active. calls only at 12 µM. S. cerevisiae SKY197-pL101 polyadenylation reporter, beta-gal luminescence; efflux-impaired pdr1/pdr3 knockout yeast; score 100 = 6 SD above DMSO;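 active = lowest replicate activity score at least 50, where 100 means six control SD above control mean; inconclusive = lowest score under 50 but half or more replicates reach 50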;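 also: yeast exposed to compound for 9 h at 30 °C; higher score means more reporter readthrough which indicates perturbed polyadenylation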
AI-2 QS modul: modulators of Vibrio harveyi AI-2 quorum sensing system; activity change, % at 7.5 µM; 300,000 tested, 0.4% active; Vibrio harveyi JMH597 AI-2 luminescence/OD600 ratio, 9 h; stronger effect = lower value; strain lacks LuxN and CqsS sensors; 0 = neutral-control median; in the data active = activity change below about -75%, passing the limit was not always enough; inconclusive = no clear call, values can overlap the other calls;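 also: luminescence divided by OD600 gain over 9 h not by final OD600 alone; inactives centre near 13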
HDAC3 inhib: inhibitors of human histone deacetylase 3; O15379; recombinant HDAC3, fluorogenic peptide/trypsin coupled, fluorescence; inhibition, % at 8.3 µM; 320,000 tested, 0.15% active; AID 2718; in the data active = inhibition above about 26%, passing the limit was not always enough; inconclusive = no clear call, values can overlap the other calls
Target sequence (O15379 whole entry, looked up): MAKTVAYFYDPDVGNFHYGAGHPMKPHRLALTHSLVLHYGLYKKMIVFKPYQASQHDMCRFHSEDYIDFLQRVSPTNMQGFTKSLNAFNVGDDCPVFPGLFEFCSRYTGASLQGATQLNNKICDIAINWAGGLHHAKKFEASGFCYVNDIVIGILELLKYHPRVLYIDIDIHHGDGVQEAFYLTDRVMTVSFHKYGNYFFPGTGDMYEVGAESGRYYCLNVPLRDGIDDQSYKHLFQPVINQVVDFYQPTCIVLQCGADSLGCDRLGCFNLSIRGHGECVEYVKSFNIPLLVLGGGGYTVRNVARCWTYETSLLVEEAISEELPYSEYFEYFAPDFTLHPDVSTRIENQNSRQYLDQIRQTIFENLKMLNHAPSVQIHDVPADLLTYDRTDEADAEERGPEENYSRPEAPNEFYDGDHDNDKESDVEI
DYRK1A inh: inhibitors of rat Dyrk1A kinase. 310,000 tested, 0.43% active. ADP-Glo luminescence, NFATc1 peptide. Q63470. inhibition, % at 12.5 µM. AID 504441; in the data active = inhibition above about 50%;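 also: plate controls were vehicle with enzyme for no effect and no enzyme for full effect; many of its hits are not listed in these tables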
HSF1 activator: increases HSF-1 driven luciferase reporter signal; NIH3T3-HGL HSF-1 luciferase reporter, MG132, 8 h; 100% = twice DMSO control signal; AID 504408; activation, % at 9 µM; 300,000 tested, 1.7% active;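 active = mean replicate activation of at least 50% with a set share of replicates each reaching 50%; inconclusive = only one of those two conditions met; inactive = mean below 50% and too few replicates reaching it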;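 also: 0% = median of the neutral control wells and 100% = twice that signal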
Platelet DG rel: modulates dense granule release in human platelets | human platelet-rich plasma, SFLLRN dense granule ATP release, luminescence | inhibition, %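 (compounds screened at 7.5 µM in platelet-rich plasma)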 | 300,000 tested, 0.22% active | AID 1663;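 active = mean replicate score, as percent of positive control, at or above 50; inconclusive = mean below 50 but at least one replicate at or above 50; inactive = mean and every replicate below 50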
GSK3 alpha inh: blocks human GSK-3 alpha kinase; AID 2650; ADP-Glo luminescence, 60 min; 320,000 tested, 0.1% active; P49840; inhibition, % at 10 µM;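 in the data active = inhibition above about 50%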;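 also: GST-tagged GSK-3 alpha with peptide substrate and 25 µM ATP; 0% = DMSO neutral wells and 100% = GW8510 positive control wells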
HSP90 refold inh: inhibitors of HSP90 luciferase refolding in rabbit reticulocyte lysate; 290,000 tested, 0.91% active; AID 1789; inhibition, % at 5.6 µM; luciferase refolding luminescence, 3 h;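 active = inhibition above the screen-wide mean plus 3 SD, computed separately per campaign, cut at about 16% in these data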;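 also: 0% = DMSO wells and 100% = 60 µM geldanamycin wells; inhibitors lower the luminescence because luciferase stays unfolded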
HSF1 inh: HSF1 inhibition; activity change, negative = inhibition, % at 7.5 µM (by protocol); NIH3T3-HGL HSE-luciferase, MG132-induced, luminescence 8 h; stronger effect = lower value; 300,000 tested, 0.77% active; AID 2098;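 active = more than half of replicate wells show activity change below -50%, luminescence cut by over half; inconclusive = some wells, but at most half, below -50%; inactive = no replicate well below -50%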;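 also: luciferase reports HSF-1 transcriptional activity via heat shock element; 0% = median of DMSO wells and -100% = zero luminescence signal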
Starred values were filed as active, the others as inactive; i = inactive; ? = inconclusive; / = not tested or not shown. The list is partial (hit frequency here may not be typical).

Sample of the layout:
SMILES	GSK3beta inhib	PolyA inhibitor	AI-2 QS modul	HDAC3 inhib	DYRK1A inh	HSF1 activator	Platelet DG rel	GSK3 alpha inh	HSP90 refold inh	HSF1 inh
CCN1CCc2c(sc(NC(=O)c3ccc(S(=O)(=O)N4CCOCC4)cc3)c2C(N)=O)C1	1	i	21	5	-1	-9	-2	1	1	-2
CCOc1ccc(CCNC(=O)c2ccccc2OCc2c(C)noc2C)cc1OCC	4	i	2	-6	1	6	-3	1	/	-3

Main list, from the start:
SMILES	GSK3beta inhib	PolyA inhibitor	AI-2 QS modul	HDAC3 inhib	DYRK1A inh	HSF1 activator	Platelet DG rel	GSK3 alpha inh	HSP90 refold inh	HSF1 inh
CCN1CCc2c(sc(NC(=O)c3ccc(S(=O)(=O)N4CCOCC4)cc3)c2C(N)=O)C1	1	i	21	5	-1	-9	-2	1	1	-2
CCOc1ccc(CCNC(=O)c2ccccc2OCc2c(C)noc2C)cc1OCC	4	i	2	-6	1	6	-3	1	/	-3
Cc1nn(CCCC(=O)NCCc2ccc(Cl)cc2)c(=O)c2nn(-c3ccccc3)c(C)c12	-2	/	19	-2	2	14	-19	-3	-3	7
C=CCn1c(C)cc(C(=O)CSc2n[nH]c(N)n2)c1C	1	i	28	-1	-6	8	-5	2	-2	19
COc1cccc(-c2noc(C3CCCN(C(=O)c4ccc(F)cc4F)C3)n2)c1 (stereo not given)	5	i	-1	-4	/	13	1	-3	-2	11
CCN(CC)CCCN(Cc1cc2cc3c(cc2[nH]c1=O)OCO3)C(=O)Nc1ccccc1OC	-26	i	4	-1	6	14	-4	/	0	2
CC(C)(C)NC(=O)c1cccc(NC(=O)c2ccc3c(c2)C(=O)N(C(C)(C)C)C3=O)c1	-2	i	22	-3	7	-28	-1	-2	-4	-11
COC(=O)c1ccc(NC(=O)c2cc[n+]([O-])cc2)cc1	-4	i	43	14	-4	6	-4	0	0	-4
N#Cc1ccc(C2N=C(c3ccccc3)NO2)cc1 (stereo not given)	1	i	-21	3	-3	56*	0	0	8	21
O=[N+]([O-])c1ccc(N(CCO)Cc2ccccc2)c([N+](=O)[O-])c1	0	i	1	3	/	-17	0	-4	-3	-6
O=C(CSc1nnc2c(n1)[nH]c1ccccc12)NCc1ccccc1F	4	i	10	-5	-2	16	4	-3	-1	10
CC(=O)N1CCOc2ccc(S(=O)(=O)Nc3ncccc3C)cc21	4	i	5	4	3	7	-9	2	-1	-3
O=C(Cn1cc2c(n1)CCCC2)NCCCN1CCN(c2ccccc2F)CC1	0	i	35	-6	-7	5	-2	/	-2	-4
O=C(CCc1nnc2ccc(NCc3ccco3)nn12)N1CCN(c2ccc(F)cc2)CC1	1	i	18	2	0	-1	-5	-1	-5	-7
CCOC(=O)C1(Cc2ccc(OC)cc2)CCN(C(=O)c2sc(C)nc2C)CC1	-3	i	-9	-2	-23	15	-2	0	1	-6
O=C(Nc1cccc2ccccc12)c1onc2c1CCCC2	0	i	-1	4	1	?	2	0	-8	42
CCCc1cc(=O)oc2cc(OCc3ccc(C(=O)O)cc3)ccc12	6	i	6	-9	2	-23	4	0	22*	-14
Clc1ccc(-c2ccc(CNCc3ccccn3)o2)cc1	3	i	19	-4	-3	14	4	0	0	14
COc1ccc(OCCCC(=O)N2CCN(S(=O)(=O)c3cccc(F)c3)CC2)cc1	1	i	26	-2	-3	4	3	1	/	-5
COc1ccc(OCC(O)COc2ccc(C(=O)O)cc2)cc1 (stereo not given)	-1	i	34	3	1	-4	4	-2	-3	1
Cc1ccccc1C(=O)N1CCN(c2ccc(NC(=O)c3ccco3)cc2Cl)CC1	1	i	17	-8	7	/	-2	-2	-2	/
COc1cc(NC(=O)c2ccc3c(SCC(=O)O)c4c(nc3c2)CCCC4)cc(OC)c1OC	-1	i	22	-1	-2	-10	-2	-4	4	0
COc1ccc(C(=O)Nc2cc(C)c(NC(=O)c3ccccc3OC)cn2)cc1	-3	i	13	4	-2	37	6	-3	-2	11
Nc1n[nH]c2ccccc12	4	i	14	-7	7	13	4	6	3	8
C=CCC(C#Cc1ccc(C)cc1)N(CC)CC (stereo not given)	-1	i	1	3	1	-8	-6	-3	6	-3

Reprinted at random: five records from the list.
SMILES	GSK3beta inhib	PolyA inhibitor	AI-2 QS modul	HDAC3 inhib	DYRK1A inh	HSF1 activator	Platelet DG rel	GSK3 alpha inh	HSP90 refold inh	HSF1 inh
C=CCC(C#Cc1ccc(C)cc1)N(CC)CC (stereo not given)	-1	i	1	3	1	-8	-6	-3	6	-3
CCOc1ccc(CCNC(=O)c2ccccc2OCc2c(C)noc2C)cc1OCC	4	i	2	-6	1	6	-3	1	/	-3
N#Cc1ccc(C2N=C(c3ccccc3)NO2)cc1 (stereo not given)	1	i	-21	3	-3	56*	0	0	8	21
COc1cccc(-c2noc(C3CCCN(C(=O)c4ccc(F)cc4F)C3)n2)c1 (stereo not given)	5	i	-1	-4	/	13	1	-3	-2	11
O=C(Cn1cc2c(n1)CCCC2)NCCCN1CCN(c2ccccc2F)CC1	0	i	35	-6	-7	5	-2	/	-2	-4

Arranged by value in HSP90 refold inh (ascending): 3 from the list above
SMILES	GSK3beta inhib	PolyA inhibitor	AI-2 QS modul	HDAC3 inhib	DYRK1A inh	HSF1 activator	Platelet DG rel	GSK3 alpha inh	HSP90 refold inh	HSF1 inh
O=C(CCc1nnc2ccc(NCc3ccco3)nn12)N1CCN(c2ccc(F)cc2)CC1	1	i	18	2	0	-1	-5	-1	-5	-7
O=C(CSc1nnc2c(n1)[nH]c1ccccc12)NCc1ccccc1F	4	i	10	-5	-2	16	4	-3	-1	10
COC(=O)c1ccc(NC(=O)c2cc[n+]([O-])cc2)cc1	-4	i	43	14	-4	6	-4	0	0	-4

Next part
SMILES	GSK3beta inhib	PolyA inhibitor	AI-2 QS modul	HDAC3 inhib	DYRK1A inh	HSF1 activator	Platelet DG rel	GSK3 alpha inh	HSP90 refold inh	HSF1 inh
O=C(NN=C1CCN(Cc2ccccc2)CC1)c1ccccc1	-1	i	-4	1	2	23	-7	6	-7	-1
CC(=O)c1c(C)n(C)c2ccc(OC(=O)c3ccco3)cc12	-6	i	-10	-2	9	-3	9	-1	0	-9
Cc1cc(C)c(S(=O)(=O)N2C=CC(C(F)(F)F)=NCC2)c(C)c1	-17	i	20	-1	0	-12	1	-1	2	-9
COc1cc(CNCc2ccc(OC)c(OC)c2OC)cc(OC)c1	/	/	/	-5	-2	/	/	0	5	/
CCOC(=O)c1c(NC(=O)C(=O)N/N=C/c2ccccc2O)sc2c1CCCCC2	-2	i	37	5	-11	-6	0	1	-1	0
CC(C)Oc1ccc(CN2CCC(n3nccc3NC(=O)c3cccnc3)CC2)cc1	2	i	5	?	-3	-7	2	1	-3	-9
O=[N+]([O-])c1ccccc1S(=O)(=O)NCCc1ccncc1	1	i	11	-3	1	-11	0	1	-2	3
O=C(O)CCC(=O)N1CCc2cc(S(=O)(=O)NCc3ccc(Cl)cc3)ccc21	2	i	7	-5	4	5	2	-1	-3	-3
Nc1nc(SC23CC4CC(CC(C4)C2)C3)ns1	-1	i	20	-6	4	-9	-3	1	-4	-5
OCCC1CN(Cc2ccc3c(c2)CCO3)CCN1Cc1ccc(F)cc1 (stereo not given)	-1	i	15	2	-3	0	0	1	-5	1
COc1ccc(S(=O)(=O)N2CCN(Cc3cccc(OC)c3)CC2)cc1	0	i	-5	8	/	13	-1	-5	1	2
CCNc1nc(SCC(N)=O)nc2sc3c(c12)CCN(C)C3	-1	i	18	/	29	0	0	/	4	-4
CCCc1nc2c(C)ccc(C)c2c(N)c1CC	-16	i	9	3	9	-4	0	6	3	2
CN(CC(=O)Nc1ccc(F)c(F)c1F)C(=O)C1CCN(C(=O)Nc2ccccc2)CC1	0	i	21	4	12	0	-1	0	/	-3
CCc1ccc(CNc2ccc3c(c2)ncn3C)cc1	0	i	-91*	/	-7	0	-9	/	-3	3
Nc1c(-c2ccccc2)cnn1-c1ccc(C(=O)O)cc1	3	i	40	5	8	9	13	-3	25*	3
CCOc1ccc(Oc2cc(N)cc([N+](=O)[O-])c2)cc1	-19	i	9	0	9	1	-6	0	-6	-2
O=C(NC1CCCCC1)c1cccnc1Sc1ccccc1Cl	-4	i	17	0	-3	5	0	1	1	3
Cc1noc(C)c1CS(=O)(=O)c1ccc(Br)cc1	-2	i	12	-2	/	/	-4	0	2	/
Cc1nnc(NC(=O)CSc2nnc(C(C)NC(=O)c3ccccc3F)n2C)s1 (stereo not given)	3	i	55	2	-5	-1	8	1	-1	-6
Cc1cccc(N(CC(=O)NC2CCCC2)C(=O)CCCC(=O)Nc2ccccn2)c1	-5	i	17	5	-3	-16	-20	-1	-5	-14
CC1(C)S[C@@H]2[C@H](NC(=O)COc3ccccc3)C(=O)N2C1C(=O)OCc1ccccc1 (stereo not given in full)	2	i	31	6	/	-3	-3	0	/	5
COc1ccccc1OCC(=O)NNC(=O)Nc1ccc(Cl)cc1	0	i	7	-1	-2	-6	-5	-3	-2	6
CCOC(=O)N1CCN(C(=O)c2cn(CC)c3ccc(S(=O)(=O)N4CCC(C)CC4)cc3c2=O)CC1	0	i	20	8	-14	-6	10	2	3	-1
COCCNC(=O)C(=O)NNC(=O)CCc1ccccc1	-1	i	12	-10	-4	5	-9	-1	-2	-5
Next entries follow.
SMILES	GSK3beta inhib	PolyA inhibitor	AI-2 QS modul	HDAC3 inhib	DYRK1A inh	HSF1 activator	Platelet DG rel	GSK3 alpha inh	HSP90 refold inh	HSF1 inh
CCn1cc(/C=N/O)c(C)n1	-3	i	23	-5	-5	4	-1	5	-2	3
CNS(=O)(=O)c1cccc(C(=O)NC2CCCc3ccccc32)c1 (stereo not given)	-3	i	-4	-5	4	-31	-31	-3	7	-9
Cc1cccc(NC(=O)c2cc3c([nH]c4ccccc43)c(C)n2)c1C	5	i	9	-3	-4	1	-16	-2	2	-2
COC(=O)C1=C(N)c2c(F)cccc2C1(C#N)c1ccccc1 (stereo not given)	3	i	18	-22	0	-4	1	4	7	0
CCOC(=O)c1nc2cc3n(c(C)c-2c1C)C(C)C(CC)=C3C (stereo not given)	-4	i	12	-47	-2	-4	11	4	-2	3
Cc1cccc(OCc2ccc(C(=O)N3CCOCC3)o2)c1	1	i	30	?	-1	17	1	0	-4	9
COc1ccc(OC)c(NC(=S)NCc2ccco2)c1	-2	i	-3	11	-5	32	5	1	0	11
CC1=CC(C)(C)N2C(=O)C3(NCCc4c3[nH]c3ccccc43)c3cccc1c32 (stereo not given)	8	i	15	2	/	1	4	-7	1	7
Cc1cccc(C)c1NC(=O)N1CCN(c2nc3ccccc3s2)CC1	1	i	11	-2	0	5	-1	2	-1	-4

Source: PubChem BioAssay (several laboratories)
